LDHA inh: blocks human lactate dehydrogenase A; P00338; purified LDHA, NADH/diaphorase-resazurin fluorescence; hits give low values; activity change, % (values are at about 110 or 230 µM); 480,000 compounds, 0.15% hits; AID 1347041; in the data active means activity change below about -30%; inconclusive means mostly about -25% to -30%;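 further: plate controls were DMSO wells for no effect and wells without enzyme for full effect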
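Enzyme activity of human lactate dehydrogenase 5 (2 nM; 0.06 mM NADH, 0.2 mM pyruvate, 5 min, RT) is measured via a resazurin/diaphorase fluorescence readout of residual NADH.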
Vif-APOBEC3G blk: blocks the Vif interaction with human APOBEC3G; HeLa A3G-eYFP + Vif (tagged APOBEC3G with the HIV-1 protein that degrades it), YFP fluorescence, overnight; Potency, µM (titrated, usually from 46.1 µM), without a hit: at the top dose activity, negative = active, most hits filed as inhibitors; 410,000 compounds, 0.076% hits;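 further: potency means the concentration at half of the fitted maximal effect; on the % scale 0 is the no-effect control and ±100 the full control effect; nearly all actives have a fitted effect of over 60% in size; hits raise eYFP signal because A3G escapes Vif-driven loss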
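HeLa cells stably expressing Vif and C-terminally eYFP-tagged A3G, seeded overnight at 37 deg C, then exposed to compound by pintool overnight at 37 deg C. Rise in yellow fluorescence (Ex 488/Em 500-530, Acumen) marks blocked Vif-driven A3G degradation.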
TrxR1 substrate: is turned over as a substrate by rat TrxR1; 390,000 compounds, 0.01% hits; O89049; Potency, µM (highest dose often 114 µM), for the others: at the highest dose activity change, negative = substrate turnover; purified TrxR1 substrate turnover, NADPH consumption readout; further: potency means the concentration at half of the fitted maximal effect; on the % scale 0 is the no-effect control and ±100 the full control effect; nearly all actives have a fitted effect of over 50% in size
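Rat TrxR1, dispensed at 90 nM, was prereduced with 400 uM NADPH (final) for 5 min at ~22 deg C, then incubated with compound 15 min before 400 uM selenite. A first-read NADPH fluorescence drop versus no-compound background flagged substrates.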
PI4K2A inh: inhibitors of human PI4K2A | purified PI4K2A, ADP-Glo luminescence, 1 h; hits give low values | activity change, negative = inhibition, % at 76.9 µM | 420,000 compounds, 0.13% hits | AID 1346378; in the data active means activity change below about -50%; inconclusive means mostly about -30% to -49%;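 further: -100% = wells without enzyme as full effect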
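ADP-Glo luminescence measured ADP generated by PI4K2A enzyme (4 ug/mL before mixing) with 1.2 mM PI substrate (pre-mix) and 300 microM ATP (pre-mix). Tris pH7.5 buffer with MgCl2, Triton X-100; 1 h reaction at ambient temperature.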
Glioma ERSR ind: induces the endoplasmic reticulum stress response in human glioma cells; Potency, µM, inactives show at the top dose activation, actives largely listed as activators; AID 602332; 420,000 compounds, 0.02% hits; U87-MG GRP78 promoter luciferase reporter, 16 h; further: potency means the concentration at half of the fitted maximal effect; series mostly up to about 76 µM; % of control where 0% means no effect; nearly all actives have a fitted effect of over 35% in size
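ERSR induction read as luciferase luminescence (Bright-Glo, 10 min at room temperature) in stably transfected human U87-MG glioma cells exposed to compounds for 16 h, using GRP78 as sensor.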
RXFP1 ag: activates the human relaxin receptor RXFP1; HEK293T-RXFP1 cAMP TR-FRET, 30 min; response scale: percent of porcine relaxin response, buffer zero; 370,000 compounds, 0.3% hits; Q9HBX9; Potency, µM (series often up to 57.5 µM), without a hit: top-dose activation, usual class: activators; further: potency means the concentration at half of the fitted maximal effect; on the % scale 0 is the no-effect control and ±100 the full control effect; nearly all actives have a fitted effect of over 60% in size; many of its hits are not listed in these tables
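cAMP rise read by TR-FRET after 30 min, 37C compound exposure (up to 58 uM) in RXFP1-transfected HEK293 cells with Ro 20174 present. EC50 from Hill-equation fits, with 29 nM porcine relaxin as 100% and buffer as basal.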
USP1-UAF1 inh: USP1/UAF1 (human) deubiquitinase inhibition | O94782 | recombinant USP1/UAF1, Ub-Rhodamine cleavage fluorescence | Potency, µM (top dose mostly 57.1 µM), for inactives: top-dose activity change, negative = inhibition, hits mostly inhibitors | 390,000 compounds, 0.23% hits | AID 743255; further: potency means the concentration at half of the fitted maximal effect; on the % scale 0 is the no-effect control and ±100 the full control effect; nearly all actives have a fitted effect of over 60% in size; inactives centre near -12
Target sequence (O94782 whole entry, looked up): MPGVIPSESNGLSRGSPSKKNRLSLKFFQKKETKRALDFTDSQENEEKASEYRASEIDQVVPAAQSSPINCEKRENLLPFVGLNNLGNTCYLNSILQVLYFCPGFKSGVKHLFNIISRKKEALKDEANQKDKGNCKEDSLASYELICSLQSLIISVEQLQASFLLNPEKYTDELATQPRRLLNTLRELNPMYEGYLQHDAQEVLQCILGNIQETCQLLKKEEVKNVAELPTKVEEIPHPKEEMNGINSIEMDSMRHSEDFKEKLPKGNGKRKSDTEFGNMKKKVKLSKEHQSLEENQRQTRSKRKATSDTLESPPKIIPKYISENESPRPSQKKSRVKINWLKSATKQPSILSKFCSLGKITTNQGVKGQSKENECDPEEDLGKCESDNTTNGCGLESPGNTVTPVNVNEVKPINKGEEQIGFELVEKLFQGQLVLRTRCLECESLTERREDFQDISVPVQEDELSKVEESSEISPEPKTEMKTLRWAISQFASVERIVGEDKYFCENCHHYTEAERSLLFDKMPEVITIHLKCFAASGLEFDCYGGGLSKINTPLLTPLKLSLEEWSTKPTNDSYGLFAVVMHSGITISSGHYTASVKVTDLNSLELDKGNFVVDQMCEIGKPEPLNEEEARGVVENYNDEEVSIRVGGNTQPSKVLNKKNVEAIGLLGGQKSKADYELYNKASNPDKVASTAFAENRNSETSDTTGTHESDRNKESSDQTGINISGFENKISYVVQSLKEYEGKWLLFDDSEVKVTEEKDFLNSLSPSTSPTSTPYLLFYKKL
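USP1/UAF1 complex at 1 nM was preincubated with compound for 15 min at room temperature, then Ub-Rho substrate (150nM final) was added. Fluorescence (480/540 nm) was read kinetically, 6 reads every 60 seconds.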
IDH1 R132H inh: blocks human mutant IDH1 R132H enzyme; O75874; IDH1-R132H enzyme, NADPH consumption, diaphorase/resazurin fluorescence; Potency, µM (titrated, usually from 76.6 µM), inactives show top-dose activity change, negative = inhibition, hits mostly inhibitors; 390,000 compounds, 0.093% hits; AID 602179; further: potency means the concentration at half of the fitted maximal effect; on the % scale 0 is the no-effect control and ±100 the full control effect; nearly all actives have a fitted effect of over 65% in size
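IDH1-R132H (0.5 ug/mL dispensed) in pH 7.5 Tris buffer was preincubated 30 min with compound, then given a substrate mix of 0.016 mM NADPH and 2 mM alpha-KG for 80 min at room temperature; remaining NADPH was read by diaphorase/resazurin fluorescence.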
Vif-A3F inh: inhibitors of Vif-A3F interaction; HeLa A3F-eYFP + Vif (tagged APOBEC3F with the HIV-1 protein that degrades it), YFP fluorescence increase; Potency, µM (titrated, usually from 46.1 µM), without a hit: at the highest dose activity, negative = active; 390,000 compounds, 0.2% hits; further: potency means the concentration at half of the fitted maximal effect; % of control where 0% means no effect; nearly all actives have a fitted effect of over 65% in size
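HeLa cells stably expressing A3F-eYFP plus Vif, plated and incubated overnight at 37 deg C, then exposed to compounds overnight at 37 deg C. Blocked degradation read as raised yellow fluorescence (Ex 488/Em 500-530).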
* marks the source's active call; other numbers are inactive results; u = inconclusive; x = no result given; & = joins results of further samples; [ ] = dose if it differs, or a comment. Unless noted, the call rests on the fitted dose curve; in most records, active means well fitted curve in the direction sought with a large enough effect; inconclusive means small, poorly fitted or top-dose-only effect, or another doubt; inactive means no such curve, though single readings can be large; an effect the other way counts as inactive or inconclusive. An excerpt; rates above refer to the full screens.

Keys: A = LDHA inh; B = Vif-APOBEC3G blk; C = TrxR1 substrate; D = PI4K2A inh; E = Glioma ERSR ind; F = RXFP1 ag; G = USP1-UAF1 inh; H = IDH1 R132H inh; I = Vif-A3F inh
CCC(c1nnnn1C1CCCC1)N1CCN(C/C=C/c2ccccc2)CC1 (stereo not drawn)
  A: -4 | B: -1% | C: x | D: -3 | E: -2% | F: x | G: x | H: x | I: x
Cc1cccc(N2CCN(S(=O)(=O)c3cc(C(=O)Nc4ccccc4Cl)ccc3F)CC2)c1C
  A: 7 | B: 7% | C: 2%[57.1 µM] | D: 6 | E: -3% | F: 0.8% | G: -8% | H: 14% | I: -1%
COc1ccc(OC(=O)CCc2c[nH]c3ccccc23)cc1
  A: -7 | B: -4% | C: -4%[57.1 µM] | D: 7 | E: -3% | F: -0.9% | G: -23% | H: 6% | I: 7%
CC1CCCCN1S(=O)(=O)c1cccc2cccnc12 (stereo not drawn)
  A: -2 | B: 1% | C: -3% | D: -5 | E: -3% | F: 0.1% | G: -9% | H: 3% | I: 0%
CCCCOC(=O)Nc1nc2ccc(OC)cc2s1
  A: 1 | B: -1% | C: -2% | D: -5 | E: 4% | F: -0.9% | G: -6% | H: 0% | I: -11%
COc1cccc(-c2[nH]nc3c2C(c2ccc(C)o2)C(C#N)=C(N)O3)c1 (stereo not drawn)
  A: 0 | B: 1% | C: -10% | D: -6 | E: 0% | F: 0.3% | G: -18% | H: 8% | I: 2%
CCOC(=O)C1(CC2CCCCO2)CCN(S(=O)(=O)c2cccc(F)c2)CC1 (stereo not drawn)
  A: -2 | B: 4% | C: -1% | D: -11 | E: -3% | F: 0.7% | G: -14% | H: -3% | I: 15%
CCOc1ccc(/C(O)=C2/C(=O)C(=O)N(c3ccccn3)C2c2ccc(F)cc2)c(C)c1 (stereo not drawn)
  A: -6 | B: -5% | C: -10%[11.4 µM] | D: -2 | E: -7% | F: 0.0% | G: -9% | H: 4% | I: -1%
COc1ccccc1Cn1nnc2c(=O)[nH]c(C3CCN(C(=O)c4ccc(C)cc4)CC3)nc21
  A: -4&-6 | B: -6% | C: -9% | D: 3 | E: 0% | F: -0.6% | G: -4% | H: 2% | I: 3%
O=C1C2CCCN2C(=O)N1CCCN1CCN(c2ccc([N+](=O)[O-])cc2)CC1 (stereo not drawn)
  A: 1 | B: -4% | C: 5%[57.1 µM] | D: 5 | E: -1% | F: 0.1% | G: -12% | H: 3% | I: 6%
C/C(=N\NC(=O)c1cccc(S(=O)(=O)N2CCOCC2)c1)c1ccc(OC(F)F)cc1
  A: -3 | B: -1% | C: -8% | D: 1 | E: -4% | F: 0.5% | G: -6% | H: 2% | I: -26%
O=C(c1ccc2c(c1)OCO2)N(c1ccc(F)cc1)C1C=CS(=O)(=O)C1 (stereo not drawn)
  A: -2 | B: 1% | C: -1% | D: -2 | E: -4% | F: 0.2% | G: u | H: 7% | I: 3%
O=C(NC1CCCCC1)C(c1ccccn1)N(C(=O)c1csnn1)c1ccccc1 (stereo not drawn)
  A: -18 | B: 1% | C: 9% | D: -4 | E: -2% | F: 0.1% | G: -11% | H: 10% | I: 0%
Cc1ccc(-c2csc(N(Cc3ccco3)C(=O)c3cccs3)n2)cc1
  A: 3 | B: 3% | C: 2% | D: -19 | E: -1% | F: 3.6% | G: u | H: 4% | I: 7%
COc1cc(OC)cc(C(=O)Nc2cccc(N3CCCC3)c2)c1
  A: 13 | B: -8% | C: -6% | D: 1 | E: 0% | F: 4.8% | G: -22% | H: 5% | I: 0%
Cc1occc1-c1nc(-c2ccncc2)no1
  A: -10 | B: -1% | C: 7% | D: -15 | E: 6% | F: 0.5% | G: -5% | H: 4% | I: 0%
Cc1cccc(C)c1NC(=O)CN(C)S(=O)(=O)c1ccc2c(c1)n(C)c(=O)c(=O)n2C
  A: -1 | B: -1% | C: 5% | D: 0 | E: -1% | F: 22% | G: -24% | H: -6% | I: -8%
CCOc1ccc(OCC)c(NC(=O)Cn2c(C)nc3ccccc3c2=O)c1
  A: -4 | B: 3% | C: 3%[57.1 µM] | D: -4 | E: -4% | F: -2.5% | G: -20% | H: -1% | I: 5%
COc1ccc(-c2cc(-c3ccc(OC)cc3)c(C#N)c(SC)n2)cc1
  A: -4 | B: 2% | C: 21% | D: -10 | E: -5% | F: u | G: -6% | H: 4% | I: -7%
CCOc1ccc2nc(NC(=O)CSc3nc(-c4ccccc4)c(C#N)c(=O)[nH]3)sc2c1
  A: 9 | B: -1% | C: -3%[57.1 µM] | D: 1 | E: 19% | F: u | G: u | H: -22% | I: 3%
CNC(=O)CSc1nc(SC)ns1
  A: -5 | B: -6% | C: 4%[57.1 µM] | D: 9 | E: 0% | F: 1.2% | G: -9% | H: 2% | I: -1%
COc1ccc(CC(=O)OCC(=O)Nc2ncc(Cl)cc2Cl)cc1OC
  A: -9 | B: 2% | C: -10% | D: -6 | E: -5% | F: 1.8% | G: -4% | H: 0% | I: -4%
N#Cc1ccc(C(=O)N2CCCCC2c2cc(C(=O)NCc3ccccc3)no2)cc1 (stereo not drawn)
  A: -2 | B: -1% | C: x | D: -1 | E: -1% | F: x | G: x | H: x | I: x
CC(=O)c1ccc(NC(=O)Nc2ccc(Cl)cc2)cc1
  A: -9 | B: 1% | C: 4% | D: 0 | E: 5% | F: 1.0% | G: -1% | H: 2% | I: -3%
OCC[C@H]1C[C@H](O)[C@@H](O)[C@@]2(CCCO2)O1
  A: -4 | B: 8% | C: -4%[57.1 µM] | D: -1 | E: -1% | F: x | G: -3% | H: 13% | I: 7%

Quoted at random: 3 compounds from above, in no set order.
Keys: A = LDHA inh; B = Vif-APOBEC3G blk; C = TrxR1 substrate; D = PI4K2A inh; E = Glioma ERSR ind; F = RXFP1 ag; G = USP1-UAF1 inh; H = IDH1 R132H inh; I = Vif-A3F inh
COc1ccccc1Cn1nnc2c(=O)[nH]c(C3CCN(C(=O)c4ccc(C)cc4)CC3)nc21
  A: -4&-6 | B: -6% | C: -9% | D: 3 | E: 0% | F: -0.6% | G: -4% | H: 2% | I: 3%
CCOC(=O)C1(CC2CCCCO2)CCN(S(=O)(=O)c2cccc(F)c2)CC1 (stereo not drawn)
  A: -2 | B: 4% | C: -1% | D: -11 | E: -3% | F: 0.7% | G: -14% | H: -3% | I: 15%
CNC(=O)CSc1nc(SC)ns1
  A: -5 | B: -6% | C: 4%[57.1 µM] | D: 9 | E: 0% | F: 1.2% | G: -9% | H: 2% | I: -1%

Next structures.
Keys: A = LDHA inh; B = Vif-APOBEC3G blk; C = TrxR1 substrate; D = PI4K2A inh; E = Glioma ERSR ind; F = RXFP1 ag; G = USP1-UAF1 inh; H = IDH1 R132H inh; I = Vif-A3F inh
O=C(CNC(=O)c1cccs1)NCC(=O)OCc1c(F)cccc1Cl
  A: -2 | B: 1% | C: 5%[57.1 µM] | D: -7 | E: -2% | F: 2.7% | G: -14% | H: 5% | I: 7%
CSc1nnc(-c2ccccc2)n1N
  A: -7 | B: 1% | C: 14%[57.1 µM] | D: 3 | E: -3% | F: 3.5% | G: 0% | H: 14% | I: 1%
Cc1nc2ccc(NC(=O)c3nn(CC(C)C)c(=O)c4ccccc34)cc2s1
  A: -5 | B: 0% | C: 0% | D: 0 | E: 0% | F: 1.3% | G: -23% | H: 0% | I: 9%
CCC(NC(=O)c1ccccc1NC(=O)C(C)(C)C)C(=O)N1CCCC1 (stereo not drawn)
  A: -2 | B: 1% | C: 8%[57.1 µM] | D: 9 | E: -8% | F: -0.8% | G: -3% | H: 3% | I: 12%
CC(=O)c1cc2c(cc1NC(=O)c1ccc(-n3nc(C)cc3C)cc1)OCO2
  A: 0 | B: 0% | C: 44%[activator] | D: -3 | E: -1% | F: x | G: -7% | H: 1% | I: -7%
Cn1cc(NC(=O)OCc2ccc(Cl)cc2)c(C(F)(F)F)n1
  A: 0 | B: 0% | C: -11% | D: 3 | E: -4% | F: 0.3% | G: -25% | H: -1% | I: -16%
COc1cccc(-c2cc3nc(NCc4ccc(C)cc4C)n(C)c(=O)c3s2)c1
  A: -7 | B: -2% | C: x | D: -2 | E: 0% | F: x | G: x | H: x | I: x
NNS(=O)(=O)c1ccc(Sc2ccccn2)c([N+](=O)[O-])c1
  A: -1 | B: 1% | C: 5% | D: -3 | E: -3% | F: 2.2% | G: -23% | H: 3% | I: -11%
Cc1cc(C)c2c(CC(=O)N(CCC#N)Cc3cccnc3)coc2c1
  A: 2 | B: -4% | C: 0% | D: 0 | E: 0% | F: 2.8% | G: -5% | H: -7% | I: 3%
CN(C)c1ccc(C2C=C(c3ccc(Cl)cc3OC(F)F)Nc3ncnn32)cc1 (stereo not drawn)
  A: 1 | B: 8.9µM* | C: 2% | D: 6 | E: 3% | F: 2.9% | G: u | H: 10% | I: x
CSC1=NC(C)(C)CC2(C)Nc3ccccc3N12 (stereo not drawn)
  A: -4 | B: 1% | C: -10% | D: 3 | E: -1% | F: 0.1% | G: -17% | H: 1% | I: 5%
C=CCn1c(-c2ccc(C)cc2)nc2ccccc21
  A: -4 | B: -1% | C: -2% | D: 0 | E: 4% | F: 1.3% | G: -9% | H: 5% | I: -7%
COc1ccc(CNc2nc(-c3ccccc3)nn2C(=O)c2ccc([N+](=O)[O-])cc2)cc1
  A: -6 | B: -9% | C: -8% | D: 2 | E: 1% | F: 1.6% | G: -14% | H: -1% | I: -13%
